Compound activity deposited in PubChem BioAssay by several laboratories.
MITF TRPM1 inh – reduces MITF-dependent TRPM1 promoter luciferase signal; SK-MEL-5 TRPM1 promoter luciferase, 24 h; inhibition, % at 12.5 µM; 0.83% of 330,000 active;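 active means mean inhibition across replicates of 60% or more, whatever share of single replicates reaches that level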; further: values of inactives mirror those of a sister screen read the other way
TROY signal inh – TROY signaling inhibition. Q293 LMP1-TROYcd NF-kB luciferase reporter, 4 h. inhibition, % at 10 µM. 0.98% of 360,000 active. AID 1347056;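 active means compounds whose plate-normalised and pattern-corrected inhibition of the luciferase reporter signal at the single screening dose is 50% or more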
KKLEB tox – reduces viability of KKLEB cystic fibrosis airway cells | KKLEB CF airway cells viability, ATPlite luminescence, overnight; hits give low values; cells stimulated with P. aeruginosa culture filtrate | activity change (cytotoxicity), % at 5 µM | 0.36% of 360,000 active | AID 602141;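 active means corrected activity change at or below -50% at 5 µM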
Peg3 prom inh – Peg3 promoter activity inhibition; 1.7% of 360,000 active; inhibition, % at 20 µM; AID 588405; HeLa PEG-Prom luciferase reporter, luminescence, overnight;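 active means inhibition of at least 50% at 20 µM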
Shn3 3UTR inh – inhibitors of Schnurri-3 3'UTR reporter in osteoblasts; Clone20 osteoblast Shn3 3'UTR firefly luciferase, 24 h; inhibition, % at 12.5 µM; 0.52% of 360,000 active;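 active means mean inhibition of at least 75% with every replicate also reaching 75%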;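 further: 0% = median of neutral control wells and 100% = pilot-screen positive control compound; some compounds past the cut are filed as inactive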
CF NFkB inh – blocks PAF-induced NF-kB reporter in cystic fibrosis cells; KKLEB NF-kB-GFP reporter, GFP fluorescence overnight; 0.86% of 360,000 active; inhibition, % at 5 µM;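 active means at least 50% inhibition at 5 µM, scaled per plate between neutral and stimulator controls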;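 further: PAF is a Pseudomonas aeruginosa culture filtrate used as stimulus; plate controls were PAF-stimulated DMSO wells for no effect and unstimulated DMSO wells for full effect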
TWEAK Fn14 block – blocks TWEAK-Fn14 interaction in a reporter cell assay | TWEAK-stimulated Fn14 reporter cells, luciferase luminescence, 8 h | inhibition, % at 10 µM | 2% of 360,000 active; in the data active means inhibition above about 50%
HIF-2a inh – HIF-2a inhibition; 786-0 RCC cells HIF-2a reporter, luciferase luminescence, overnight; inhibition, % at 18.8 µM; 0.72% of 360,000 active;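 active means inhibition of the luminescence signal of 40% or more relative to plate controls, in a single-dose primary screen at 18.75 µM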
NR2E3 ag-1 – activates human photoreceptor nuclear receptor NR2E3; inhibition of corepressor binding, % at 4.78 µM; GST-NR2E3/biotin-RetCOR TR-FRET, 1536-well; 0.12% of 320,000 active; AID 2300;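 active means percent inhibition above the cutoff of mean plus 3 SD of all tested compounds, set per screening campaign, cut at about 20% in these data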;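 further: 0% = DMSO wells and 100% = biotin wells as full block of FRET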
Target sequence (Q9Y5X4 whole entry, looked up): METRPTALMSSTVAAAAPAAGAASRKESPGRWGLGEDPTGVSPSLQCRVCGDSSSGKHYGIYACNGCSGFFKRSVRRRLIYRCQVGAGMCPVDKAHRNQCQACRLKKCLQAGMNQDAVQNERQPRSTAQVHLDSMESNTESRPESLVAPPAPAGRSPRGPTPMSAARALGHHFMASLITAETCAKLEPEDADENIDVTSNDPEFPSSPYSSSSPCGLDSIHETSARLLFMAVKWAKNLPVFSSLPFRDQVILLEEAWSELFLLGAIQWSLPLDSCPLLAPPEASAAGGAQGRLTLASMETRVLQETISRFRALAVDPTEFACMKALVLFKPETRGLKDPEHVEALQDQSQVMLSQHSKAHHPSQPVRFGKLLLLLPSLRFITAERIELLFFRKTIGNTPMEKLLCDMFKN
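System: GST-NR2E3 and biotin-RetCOR proteins; probe or stimulus: 7 nM biotin-RetCOR; doses: compound at 4.8 µM, single dose; schedule: Compound–protein incubation for 5 h at 4 °C; detection: time-resolved FRET; read-out: percent inhibition; controls: biotin wells as high control, 0.6% DMSO wells as low control; format: 1536-well plates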
TRAIL sens C8 – caspase-8 TRAIL sensitization | NB7+C8 cells + TRAIL, ATPlite viability luminescence | inhibition (viability loss, TRAIL sensitization), % at 10 µM | 1% of 360,000 active | AID 624354;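 active means compounds causing at least 50% loss of cell viability in the single-dose screen, relative to plate controls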
NR2E3 ag-2 – agonists of human NR2E3 nuclear receptor. 0.35% of 360,000 active. AID 602229. Q9Y5X4. CHO-S Gal4-NCOR/VP16-NR2E3 two-hybrid, luciferase. inhibition of corepressor binding, % at 3.98 µM;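 active means inhibition above the mean of all tested compounds plus 3 SD, cut at about 70% in these data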;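 further: 0% = DMSO with NR2E3 transfected cells and 100% = cells lacking NR2E3 construct; higher means lower luciferase signal from less NR2E3 corepressor binding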
An asterisk follows results filed as active; / = no result given.

SMILES	MITF TRPM1 inh	TROY signal inh	KKLEB tox	Peg3 prom inh	Shn3 3UTR inh	CF NFkB inh	TWEAK Fn14 block	HIF-2a inh	NR2E3 ag-1	TRAIL sens C8	NR2E3 ag-2
CCn1c(SCC(=O)N2CCN(c3ccccc3)CC2)nnc1-c1ccoc1C	9	3	-7	11	-3	-1	5	-3	1	-9	4
CCOC(=O)[C@]12CCCC=C1N(Cc1cccc3ccccc13)C(=O)[C@H](CC(=O)NCc1ccc(C)o1)C2	/	18	/	/	/	/	26	-42	/	16	-13
CC1CCN(C(=O)c2[nH]cnc2C(=O)Nc2cccc(Cl)c2)CC1	-1	-6	17	3	2	-20	12	2	-1	7	7
Cc1cc2cc(C#N)c(N3CCN(S(C)(=O)=O)CC3)nc2cc1C	-5	-20	7	-19	-13	-4	12	-11	-4	-11	-3
Cc1cc(Br)c2c(c1)C(O)(N1CCCCC1C)C(=O)N2 (stereo unspecified)	12	-16	-4	19	6	22	16	33	-1	-2	-26
COc1ccccc1NS(=O)(=O)c1cc(NC(=O)c2cccs2)ccc1N1CCCCC1	-1	8	26	11	-27	25	37	12	-2	4	6
O=C(CSc1nc2[nH]c(=O)cc(O)c2s1)Nc1nccs1	2	2	9	0	-13	0	-7	2	0	3	26
CCOC(=O)C1CCCN(CC(=O)NC2=Nc3ccccc3N=C(C)C2c2ccccc2)C1 (stereo unspecified)	-10	-16	1	37	9	-9	6	21	-2	12	-24
COc1ccccc1NS(=O)(=O)c1ccc(C(=O)N2CCCC(C(F)(F)F)C2)cc1 (stereo unspecified)	12	7	6	7	15	6	10	-2	2	-5	19
CSc1ccc(CNC2CC2)cc1	10	14	-1	-2	2	14	-14	8	3	-1	-12
O=C(CSc1nnc(-c2cccs2)o1)OC1CCCCC1	1	7	-7	-3	3	10	3	11	3	-13	-3
Cc1nn(CCOc2ccccc2)c(=O)n1-c1c(F)cccc1F	-35	-53	3	-207	-58	2	1	-209	0	-4	-60
COC(=O)C1=NNC(C(=O)c2ccco2)C1c1ccc(OC)cc1 (stereo unspecified)	1	-9	-12	5	0	-9	-16	18	-1	-13	1
O=C(CCn1c(=S)oc2ccccc21)Nc1ccc(F)cc1	-21	0	4	15	-10	-14	13	13	-1	0	-3
CN1CCN(CCOc2ccc(-c3ccccc3)cc2)CC1	-58	-21	-4	-137	-59	8	-14	-123	0	12	-32
Cc1cccc(NC(=O)CSc2nc3c(oc4ccccc43)c(=O)n2-c2ccccc2)c1	-9	-20	1	13	14	2	14	24	-3	-2	6
O=C(CN1C(=O)C2CC=CCC2C1=O)NC1CCCCC1 (stereo unspecified)	4	-9	5	11	11	2	3	9	-1	-40	-26
COc1ccc(CN2C(=O)c3ccccc3C2=O)cc1C(=O)OC(C)C(=O)NC(N)=O (stereo unspecified)	-6	7	3	12	-6	-13	6	11	0	-4	-24
COCCN(C(=O)COC(=O)C12CC3CC(CC(C3)C1)C2)c1c(N)n(Cc2ccccc2)c(=O)[nH]c1=O	11	3	-6	2	0	-13	-16	6	/	1	-11
CCC(CC)C(=O)N(C)c1c(C)nc2c(OCC(=O)N(C)C)cccn12	/	-13	-11	5	-8	17	-5	8	/	7	-34
c1ccc(N2CCN(c3cnc4ccccc4n3)CC2)cc1	-49	-22	5	-268	-48	2	7	-192	-2	6	-155
S=C(NCc1ccncc1)NC1CCCCC1	-10	-2	4	15	3	-14	15	11	4	1	-6
COc1cccc(NC(=O)C2CC2(c2cccc(OC)c2)c2cccc(OC)c2)c1 (stereo unspecified)	-5	19	8	10	-7	1	4	5	0	-3	-18
O=C(Nc1ccc(Cc2ccncc2)cc1)c1ccco1	-55	-25	-8	-184	-69	14	-21	-214	0	4	-63
C[C@@H](C(=O)N1CCN(C(=O)OC(C)(C)C)CC1)n1cc(CCCN=C(NC(=O)OC(C)(C)C)NC(=O)OC(C)(C)C)nn1	-7	-3	8	-3	2	24	0	16	2	-7	29
CCOC(=O)c1cnc(-n2cc(C)cn2)nc1NCc1ccc2c(c1)OCO2	-11	-2	-3	19	63	-4	-22	-38	2	5	-20
CCOC(=O)c1cnn(-c2ncnc3sc(C)c(C)c23)c1N	20	3	-6	14	16	9	-1	8	0	12	-3
CCOc1cc(N2CCOCC2)c(OCC)cc1NS(=O)(=O)c1cc(NC(C)=O)ccc1OC	-2	-12	0	7	-3	-8	17	-8	0	-16	-3
O=C(CN1C(=O)CSC1=O)NCc1ccccc1	2	-7	6	4	17	-3	9	10	-3	0	10
COc1ccc(-c2csc(C(NC(C)=O)c3cccc(OC)c3)n2)cc1 (stereo unspecified)	/	2	2	-1	-6	-29	-7	-1	/	-33	-18

Sorted by formula weight (ascending): part of the list above.
SMILES	MITF TRPM1 inh	TROY signal inh	KKLEB tox	Peg3 prom inh	Shn3 3UTR inh	CF NFkB inh	TWEAK Fn14 block	HIF-2a inh	NR2E3 ag-1	TRAIL sens C8	NR2E3 ag-2
S=C(NCc1ccncc1)NC1CCCCC1	-10	-2	4	15	3	-14	15	11	4	1	-6
O=C(Nc1ccc(Cc2ccncc2)cc1)c1ccco1	-55	-25	-8	-184	-69	14	-21	-214	0	4	-63
O=C(CN1C(=O)C2CC=CCC2C1=O)NC1CCCCC1 (stereo unspecified)	4	-9	5	11	11	2	3	9	-1	-40	-26
CN1CCN(CCOc2ccc(-c3ccccc3)cc2)CC1	-58	-21	-4	-137	-59	8	-14	-123	0	12	-32
O=C(CCn1c(=S)oc2ccccc21)Nc1ccc(F)cc1	-21	0	4	15	-10	-14	13	13	-1	0	-3
CCOC(=O)c1cnn(-c2ncnc3sc(C)c(C)c23)c1N	20	3	-6	14	16	9	-1	8	0	12	-3
CCC(CC)C(=O)N(C)c1c(C)nc2c(OCC(=O)N(C)C)cccn12	/	-13	-11	5	-8	17	-5	8	/	7	-34
COc1ccc(-c2csc(C(NC(C)=O)c3cccc(OC)c3)n2)cc1 (stereo unspecified)	/	2	2	-1	-6	-29	-7	-1	/	-33	-18
CCOC(=O)c1cnc(-n2cc(C)cn2)nc1NCc1ccc2c(c1)OCO2	-11	-2	-3	19	63	-4	-22	-38	2	5	-20
COc1cccc(NC(=O)C2CC2(c2cccc(OC)c2)c2cccc(OC)c2)c1 (stereo unspecified)	-5	19	8	10	-7	1	4	5	0	-3	-18
COc1ccc(CN2C(=O)c3ccccc3C2=O)cc1C(=O)OC(C)C(=O)NC(N)=O (stereo unspecified)	-6	7	3	12	-6	-13	6	11	0	-4	-24
Cc1cccc(NC(=O)CSc2nc3c(oc4ccccc43)c(=O)n2-c2ccccc2)c1	-9	-20	1	13	14	2	14	24	-3	-2	6
CCOc1cc(N2CCOCC2)c(OCC)cc1NS(=O)(=O)c1cc(NC(C)=O)ccc1OC	-2	-12	0	7	-3	-8	17	-8	0	-16	-3
C[C@@H](C(=O)N1CCN(C(=O)OC(C)(C)C)CC1)n1cc(CCCN=C(NC(=O)OC(C)(C)C)NC(=O)OC(C)(C)C)nn1	-7	-3	8	-3	2	24	0	16	2	-7	29

The list goes on.
SMILES	MITF TRPM1 inh	TROY signal inh	KKLEB tox	Peg3 prom inh	Shn3 3UTR inh	CF NFkB inh	TWEAK Fn14 block	HIF-2a inh	NR2E3 ag-1	TRAIL sens C8	NR2E3 ag-2
O=C(C1CCN(S(=O)(=O)c2cnc[nH]2)CC1)N1CCn2c1nc1ccccc12	12	-4	-4	3	-10	10	6	3	-1	3	-13
CC(=O)c1sc(-c2ccccc2)cc1N	-20	-6	11	-26	-15	-2	9	-47	-3	14	-11
CCCC(=O)N1CCc2cc(OC)c(OC)cc2C1COc1ccccc1OC (stereo unspecified)	/	-20	9	-2	13	15	-21	18	-2	-11	-9
Cc1c(O)c(S(=O)(=O)c2ccccc2)c(=O)n(-c2ccccc2)c1-c1ccccc1	-24	-36	13	-44	-15	5	-17	-85	2	-15	-40
COc1cc(/C=N/Nc2ccccc2[N+](=O)[O-])cc(OC)c1O	-9	-4	11	-72	-21	-24	-11	-95	-1	18	-47
COc1ccc(N2CCN(C(=O)Cn3c(=O)c4cccn4c4cccnc43)CC2)cc1	-5	13	-3	-23	12	1	24	11	6	3	-13
O=C(COc1ccc2ccc(=O)oc2c1)NCc1ccccn1	-3	4	11	-13	7	-22	19	3	0	3	0
CCN(C(=O)CCS(=O)(=O)c1ccc2c(c1)oc(=O)n2C)c1ccc(OC)cc1	6	6	-3	8	-8	14	11	-9	1	-7	14
CC1=CCC(C(=O)O)C(C(=O)O)C1 (stereo unspecified)	5	-28	6	-6	3	-4	9	14	2	-5	-26
COc1ccc(CNC(=O)CCn2c(=O)oc3ccccc32)c(OC)c1	-4	-3	0	16	10	3	-12	7	0	-3	-2
CCC(=O)Nc1cccc2ccccc12	4	-13	-4	-6	-17	0	11	7	-1	-4	-12
CC(C)(C)c1ccc(OCC(=O)NNC(=O)C2CCCO2)cc1 (stereo unspecified)	4	17	7	-8	7	-3	2	4	5	-1	1
CCOC(=O)c1cnc(SC2CC(=O)N(c3ccc(OC)c(OC)c3)C2=O)nc1N (stereo unspecified)	-5	-21	-4	-6	2	15	-12	13	-1	2	-2
CC(=O)Oc1ccc([C@@H]2COc3c(ccc4c3C=CC(C)(C)O4)C2)c(OC(C)=O)c1	-49	-25	9	-369	-66	-18	34	-301	0	11	-24
CCOc1ccc(S(=O)(=O)N2CCCCC2)cc1NC(=O)Cc1ccccc1	53	51*	3	7	10	13	30	-8	2	24	12
CCOc1ccc(-n2c(O)cc(=O)[nH]c2=O)cc1	3	-5	6	8	4	0	-9	8	-5	5	-17
COC(=O)c1sccc1-c1ccc(/C=N/OC(=O)c2ccccc2)o1	-13	42	-3	-63	-24	6	42	-56	1	-1	-6
Cc1nn(-c2ccccc2)c(=O)c2ccccc12	-2	-31	18	-16	1	1	-7	-28	-1	-8	-22
COc1ccc(/C=C/C(=O)NCCCc2ccccc2)cc1	-2	-15	6	1	-5	-6	13	6	-1	3	14
CCOC(=O)Cc1cc(-c2ccc(O)cc2)nc2ccc3ccccc3c12	2	20	19	-57	-31	-28	18	-252	3	-2	-65
O=C(Nc1nc2ccccc2[nH]1)c1ccc(Cl)c(S(=O)(=O)N2CCCC2)c1	-32	-12	-4	-150	-23	1	14	-204	2	36	-121
Cc1ccc(S(=O)(=O)Oc2ccccc2-c2ccccc2)cc1	14	16	-10	32	59	29	18	0	/	16	-19

The list is partial, so the mix of outcomes need not match the whole.
